Dengue-2 NS5 capping – Dengue-2 NS5 methyltransferase inhibitors, primary screen, biochemical, confirmation dose response (AID 588689) | Dengue-2 NS5 methyltransferase capping enzyme assay, biochemical; higher % means a stronger effect | inhibition, % at 25 µM, or IC50 in µM where a hit was titrated | 340,000 tested, 0.3% active; in the data active means a potency from the dose series; inconclusive means inhibition above about 29% without an active follow-up result
AID2073 – disruptors of CaV2.2 binding to Mint1 – biochemical, HTRF (AID 2073); HTRF protein-protein interaction, Mint1-CaV2.2; higher % means a stronger effect; 290,000 tested, 0.19% active; inhibition, % at 20 µM, or IC50 in µM where a hit was titrated; in the data active means inhibition mostly above about 51%, no sharp cut-off; inconclusive means no clear call, values can overlap the other calls; inactive means mostly below about 53%; further: some results filed as inactive read as strong as hits
HIV peptide binding – inhibitors of HIV fusion peptide binding, primary screen, biochemical, uHTS, fluorescence dequenching (AID 1986); inhibition, % at 20 µM, or IC50 in µM where a hit was titrated; cell-free peptide binding, fluorescence dequenching, 30 min; higher % means a stronger effect; 290,000 tested, 0.3% active; in the data active means inhibition mostly above about 52%, no sharp cut-off; inactive means mostly below about 76%; further: some results filed as inactive read as strong as hits
LYP inhibition – PTPN22 lymphoid phosphatase activity blockers – biochemical, fluorescence intensity, uHTS (AID 1779); recombinant LYP phosphatase, fluorescence intensity; higher % means a stronger effect; inhibition, % at 11.5 µM; hits with a dose series show IC50 in µM; 290,000 tested, 0.054% active;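 further: plate controls were vehicle with enzyme for no effect and no enzyme for full effect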
HEK293 NOD2/NF-kB – NOD2 signaling inhibitors, cell-based, luminescence, uHTS, HEK293 (AID 1566). 290,000 tested, 0.63% active. HEK293 NOD2/NF-kB luciferase reporter, luminescence; higher % means a stronger effect. inhibition, % at 4 µM; hits with a dose series show EC50 in µM; further: many of its hits are not listed in these tables
Lipid droplet – modulators of hepatic lipid droplet formation. inhibition, % at 6.5 µM. AML12 mouse hepatocytes, oleate lipid droplets, BODIPY imaging. 240,000 tested, 0.4% active;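 active means lipid droplet intensity inhibited by at least 50%, with more than 500 cells counted; inconclusive means wells with under 300 cells, treated as cytotoxic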
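material = mouse AML12 hepatocyte cell line, fixed after treatment | also added = 100 µM oleic acid challenge | doses = compound at 6.5 µM only | schedule = overnight exposure | technique = Image-based BODIPY and DAPI two-channel analysis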
Siah-1 displacement – Siah-1 peptide-binding antagonists, primary screen, biochemical, fluorescence polarization, rhodamine-plectin, uHTS (AID 1817) | Siah-1 / rhodamine-plectin peptide fluorescence polarization; higher % means a stronger effect | 290,000 tested, 0.02% active | displacement, % at 20 µM, or IC50 in µM where a hit was titrated;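 active means displacement of at least 50% at 20 µM, with a fluorescence ratio check between 0.3 and a set limit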;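 further: plate controls were Siah plus tracer with DMSO for no effect and tracer alone without Siah for full effect; strong numbers were not always called active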
Myeloid diff MLP – promotes myeloid progenitor differentiation. ER-HoxA9 myeloid progenitors, lysozyme-GFP differentiation, flow cytometry. calls only at 10 µM. 360,000 tested, 1% active. AID 624256;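 active means normalized GFP-positive differentiation at or above the plate's own cutoff, the solvent-only control mean plus 3 SD; inconclusive means no clear call, values can overlap the other calls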;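 further: cells exposed to compound for four days before flow analysis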
XIAP displacement – small molecules displacing peptide from XIAP – biochemical, IAP family, fluorescence polarization (AID 1018); XIAP BIR domain, fluorescence polarization peptide displacement; higher % means a stronger effect; one-dose displacement, % at 20 µM; IC50 in µM for titrated hits; 200,000 tested, 0.007% active; in the data active means displacement above about 50%; further: a part of the inactive calls stands beside numbers as strong as those of hits
Lipid droplet cells 6.5 µM – second read-out of Lipid droplet, no call of its own (marks repeat the call); cell count; measured here: cell count, cytotoxicity flag;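 cells counted across two imaged fields per well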
Myeloid diff MLP GFP+ MAC1+ % – second read-out of Myeloid diff MLP, no call of its own (marks repeat the call); GFP+ MAC1+ double positive, %; measured here: differentiation confirmed by MAC1 staining
Numbers without * were called inactive; i = inactive; ? = inconclusive; · = not tested or not shown; + = active, no number. Unless noted, no stated cut-off is given here; in the data, active means inhibition above about 50%; inactive means the rest. Some of the compounds tested; count on the stated rates, not on these rows.

SMILES	Dengue-2 NS5 capping	AID2073	HIV peptide binding	LYP inhibition	HEK293 NOD2/NF-kB	Lipid droplet	Lipid droplet cells 6.5 µM	Siah-1 displacement	Myeloid diff MLP	Myeloid diff MLP GFP+ MAC1+ %	XIAP displacement
CCOc1ccc(N(CC(=O)NCC2CCCO2)C(=O)CCC(=O)Nc2nccs2)cc1 (centres undefined)	3.7%	7.7%	0.7%	-2.0%	12.6%	5.9	675	3.1%	i	0.8	0.6%
CCCCc1ccc(-c2ccc(Br)cc2O)nc1	3.8%	18.7%	1.8%	-8.1%	-24.0%	3.5	751	-4.7%	i	1.0	-6.1%
O=c1c2ccccc2nc(-c2ccco2)n1-c1nc2ccccc2s1	-2.5%	7.2%	1.9%	-4.7%	11.0%	·	·	0.5%	i	0.0	-2.3%
O=C1c2ccccc2CN1Cc1ccccc1	-7.3%	7.5%	2.3%	-7.0%	-6.6%	8.2	821	0.1%	i	0.4	·
CN(C)S(=O)(=O)c1cccc(NC(=O)CCCC2CCCCC2)c1	-3.9%	4.1%	0.6%	-3.2%	16.8%	-13.2	656	-8.7%	i	0.1	·
CC1CCCCC1NC(=O)/C(C#N)=C/C=C/c1ccccc1[N+](=O)[O-] (centres undefined)	-8.3%	-8.3%	0.4%	1.2%	·	2.8	707	0.8%	?	·	-3.3%
O=C(CCC(=O)OCC(=O)c1ccc(Br)cc1)Nc1cccc2cccnc12	-8.3%	2.9%	-1.7%	7.9%	2.3%	·	·	2.9%	i	1.0	-21.7%
CN(CCCN1CCOCC1)Cc1nc(-c2ccccc2)no1	-2.7%	4.8%	1.8%	-5.7%	9.0%	0.8	704	-5.3%	i	0.6	-2.3%
O=C(c1ccc2nc(N3CCCCC3)sc2c1)N1CCN(c2ccccn2)CC1	1.4%	-5.9%	-2.1%	-0.9%	-20.0%	-0.8	638	0.0%	i	3.0	-9.6%
CCOc1ccc(OCc2cccc(C(=O)O)c2)cc1	-3.4%	-5.4%	1.2%	0.5%	-276.4%	·	·	-1.4%	i	2.6	-4.2%
COc1cccc(NC(=O)CCCN2C(=O)C3CC=CCC3C2=O)c1 (centres undefined)	-3.9%	4.1%	2.1%	-8.5%	-0.1%	4.9	828	109.6%	i	0.5	·
C[C@@H]1CCC(=O)N(CC[C@H](N=[N+]=[N-])c2ccccc2)CC1	0.8%	-3.5%	0.5%	-12.7%	-10.2%	·	·	1.7%	i	1.0	·

4 entries from above, with values under each structure.
Below each compound – Dengue-2 NS5 capping	AID2073	HIV peptide binding	LYP inhibition	HEK293 NOD2/NF-kB	Lipid droplet	Lipid droplet cells 6.5 µM	Siah-1 displacement	Myeloid diff MLP	Myeloid diff MLP GFP+ MAC1+ %	XIAP displacement
CC1CCCCC1NC(=O)/C(C#N)=C/C=C/c1ccccc1[N+](=O)[O-] (centres undefined)
  -8.3%	-8.3%	0.4%	1.2%	·	2.8	707	0.8%	?	·	-3.3%
O=C(CCC(=O)OCC(=O)c1ccc(Br)cc1)Nc1cccc2cccnc12
  -8.3%	2.9%	-1.7%	7.9%	2.3%	·	·	2.9%	i	1.0	-21.7%
CN(CCCN1CCOCC1)Cc1nc(-c2ccccc2)no1
  -2.7%	4.8%	1.8%	-5.7%	9.0%	0.8	704	-5.3%	i	0.6	-2.3%
O=C(c1ccc2nc(N3CCCCC3)sc2c1)N1CCN(c2ccccn2)CC1
  1.4%	-5.9%	-2.1%	-0.9%	-20.0%	-0.8	638	0.0%	i	3.0	-9.6%

Next section
SMILES	Dengue-2 NS5 capping	AID2073	HIV peptide binding	LYP inhibition	HEK293 NOD2/NF-kB	Lipid droplet	Lipid droplet cells 6.5 µM	Siah-1 displacement	Myeloid diff MLP	Myeloid diff MLP GFP+ MAC1+ %	XIAP displacement
COc1ccc(C(=O)C2CCCN(Cc3cc(C)c(O)c(C)c3)C2)c(OC)c1 (centres undefined)	-3.4%	5.6%	-1.5%	-9.1%	-9.5%	-17.1	761	-8.4%	i	0.3	·
O=C(COc1ccccc1F)NC1CC1	1.4%	2.6%	1.7%	-6.8%	7.0%	13.1	724	2.7%	i	11.4	-6.0%
CC(=O)c1ccc(-c2ccc(C(=O)N3CCCc4ccccc43)o2)cc1	-1.6%	?	-0.4%	6.7%	-14.5%	-23.0	584	0.5%	i	0.4	-3.0%
CCCCN(C(=O)c1cccc(S(=O)(=O)N2CCCCC2)c1)C1CCS(=O)(=O)C1 (centres undefined)	-9.6%	3.7%	-0.2%	-11.0%	-7.6%	-12.8	733	1.5%	i	1.4	·
Cn1c(CNc2nc3ccccc3n2C)nc2ccccc21	-1.5%	9.0%	-2.6%	-7.9%	-16.4%	·	·	-2.7%	i	0.3	-10.2%
CC(=O)c1cccc(OCC(O)CNCC2COc3ccccc3O2)c1 (centres undefined)	-9.8%	20.7%	-1.7%	-10.9%	-16.1%	·	·	2.5%	i	0.3	·
CSc1sc(C(=O)O)c(C)c1C(C)=O	-6.7%	-7.5%	0.6%	-2.7%	8.8%	-3.3	792	-0.8%	i	1.7	-10.8%
CCS(=O)(=O)N1CCN(c2ccc([N+](=O)[O-])c(NCc3cccnc3)c2)CC1	-5.5%	9.3%	0.5%	-2.7%	20.5%	59.4*	762*	6.5%	i	0.6	-4.6%
CN(C)CCOc1ncnc2c1oc1ccccc12	-4.8%	0.4%	3.0%	-4.2%	10.2%	-6.4	740	0.1%	i	6.1	-3.1%
CC(C)(C#CC(O)(c1ccccc1)c1ccccc1)N1CCCCC1	-1.2%	6.6%	-0.4%	-0.7%	-3.7%	-10.8	884	-6.9%	i	0.4	·
CC(C)(C)c1ccc(-c2noc(C(=O)NN)n2)cc1	-4.6%	7.0%	-1.2%	-2.4%	5.0%	-4.3	714	6.4%	i	0.4	·
Cc1ccc(OCc2n[nH]c(=S)n2-c2ccccc2)cc1	1.6%	3.9%	1.7%	-4.6%	14.9%	10.6	724	15.5%	i	0.8	-4.0%
CC1CN(C(=O)C(C)N2CCN(c3ccccc3Cl)CC2)CC(C)O1 (centres undefined)	0.8%	-2.0%	0.3%	0.1%	1.0%	10.5	749	0.7%	i	1.1	-3.8%
Cc1cc(C(=O)CC#N)c(C)n1CC(F)(F)F	4.8%	21.5%	0.7%	-0.3%	-7.2%	·	·	-2.2%	i	0.4	-5.6%
COc1cccc(CN2CCN(C3CCOCC3)CC2CCO)c1 (centres undefined)	-5.5%	2.3%	1.8%	-10.8%	-0.8%	-13.3	716	1.3%	i	0.6	·
O=[N+]([O-])c1ccc(Nc2ccccc2F)nc1	-7.0%	12.3%	-0.9%	-5.1%	3.9%	2.1	776	-3.1%	i	0.1	-1.1%
O=S(=O)(Cc1ccccc1Cl)CC(O)COc1ccccc1Cl (centres undefined)	-3.2%	1.1%	-0.2%	2.5%	10.7%	-0.9	769	-3.3%	i	0.7	0.3%
Cc1ccccc1-n1nc(-c2ccc(N)cc2)cc1N	2.0%	-1.6%	-0.6%	0.7%	6.7%	-0.5	711	-5.4%	i	0.8	-2.3%
O=C(Cc1ccccc1Cl)Nc1cccnc1	-12.6%	-9.6%	-0.5%	-2.8%	-6.3%	3.8	695	5.8%	i	0.0	-8.1%
O=C(NC1CCCC1)c1ncn[nH]1	1.9%	5.8%	2.0%	-0.8%	19.1%	-11.3	644	-1.9%	i	0.4	-3.7%
O=C(CCn1ccc2cc(S(=O)(=O)N3CCCC3)ccc21)NCc1ccccc1F	-2.7%	6.2%	-0.6%	-8.5%	10.0%	-3.2	703	-2.0%	i	0.3	·
COC(=O)c1ccc(/C=N/NC(=O)C2CC(=O)N(c3ccc(F)cc3)C2)cc1 (centres undefined)	-13.2%	3.9%	0.7%	-3.7%	17.1%	-20.3	721	11.9%	i	1.0	·
Cc1onc(-c2ccccc2)c1C(=O)N1CCOCC1	-2.7%	5.1%	-1.8%	0.0%	-2.2%	16.9	632	-6.3%	i	1.0	0.1%
CCc1cccc(C)c1NC(=O)C1CCCO1 (centres undefined)	-0.6%	-8.0%	-1.8%	-6.7%	6.9%	·	·	10.9%	i	0.8	-1.5%
Cc1cccc(NC(=O)CSC(N)=O)c1C	-17.9%	-21.0%	0.0%	-0.7%	14.2%	·	·	-0.2%	i	1.6	-4.9%
Clc1ccc(-n2ncc3c(NCc4cccnc4)ncnc32)cc1Cl	-8.0%	5.7%	0.2%	-11.9%	-66.1%	-19.1	676	19.7%	i	0.4	·
CCCN(CCC)CCCn1c(=O)[nH]c2ccccc21	-9.0%	-1.7%	0.2%	-3.8%	3.7%	-1.1	703	-1.9%	i	0.0	-5.2%
Clc1ccc(C2C3=C(Nc4ncnn42)c2ccccc2CC3)cc1 (centres undefined)	·	0.7%	0.0%	6.1%	3.2%	6.5	821	0.7%	·	·	-10.1%
CCN1CCCC1CNC(=S)Nc1ccc(C(C)=O)cc1 (centres undefined)	-3.2%	-10.5%	0.2%	-8.9%	19.1%	1.5	697	-1.7%	i	0.6	-3.8%
COc1ccc(N2C(=O)C3CCCN3C2c2ccccc2OC)cc1 (centres undefined)	-10.9%	-0.5%	-3.9%	-5.0%	-5.8%	·	·	-0.6%	i	1.8	-5.4%
CCOC(=O)Nc1ccc2c(c1)N(C(=O)N(C)C)c1ccccc1CC2	2.8%	15.5%	0.1%	-3.9%	-11.1%	-5.0	828	-2.2%	i	0.6	-4.6%
CCCN(CCC)C(=O)Cn1c(=O)n(CCCC(=O)NCc2ccco2)c(=O)c2sccc21	-0.8%	5.1%	1.0%	-7.6%	4.3%	3.9	627	2.8%	i	0.3	-2.6%
CCN(CC(=O)NCc1cccs1)C(=O)c1cccc(S(=O)(=O)N2CCc3ccccc32)c1	0.0%	-0.6%	-0.8%	5.1%	3.6%	-14.7	694	-2.8%	i	0.6	-9.6%
CCCn1nc(CC(=O)OCC)c2ccccc2c1=O	-3.2%	13.0%	1.7%	-3.5%	9.6%	·	·	-1.0%	i	0.8	-3.4%
O=C(NC12CC3CC(CC(C3)C1)C2)N1CC2Cc3cccc(=O)n3C(C2)C1 (centres undefined)	-2.2%	0.9%	1.5%	-9.0%	1.1%	·	·	-2.8%	i	1.5	-4.0%
COc1ccccc1/C=C/C1(C(=O)NC2CCCC2)CC(=O)N1c1ccccc1 (centres undefined)	0.8%	-8.7%	0.1%	3.5%	-18.8%	-15.4	685	-2.2%	+	1.0*	·
COCc1cc(C)nc(Nc2ccccc2OC)c1C#N	·	21.8%	1.5%	-4.4%	3.0%	-0.1	802	3.3%	i	0.2	·
COc1ccc(OCc2nnc(SCC(=O)N3CCCC3)o2)cc1	-7.5%	6.8%	-0.8%	-6.8%	-22.8%	5.3	654	-1.2%	i	0.2	·
COC(=O)NNC(=O)c1ccccc1OC	3.9%	1.4%	0.1%	-9.4%	1.5%	·	·	-3.2%	i	0.9	-6.4%
CCOC(=O)Cc1c(C)nc(SC)[nH]c1=O	-1.7%	34.5%	1.3%	-7.9%	11.5%	8.2	689	-2.3%	i	0.2	-2.0%
O=C(C1=C[C@@H](C2CCCCC2)C[C@@H](OCc2ccc(CO)cc2)O1)N1CCOCC1	1.6%	-7.0%	1.5%	-8.4%	12.2%	1.8	739	2.0%	i	3.1	-3.6%

Screening results (PubChem BioAssay)
